Bioassay records from PubChem BioAssay.
OPRM1-OPRD1 inv – inverse agonists of human mu-delta opioid receptor heterodimerization; P35372+P41143; cell-based MOR-DOR heterodimer luminescence, inverse agonism; inhibition, % at 9.3 µM; actives 0.21% (n = 340,000); in the data active means inhibition above about 22%, passing the limit was not always enough;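 further: 0% = cells with DMSO and 100% = wells without cells with DMSO; values of inactives mirror those of a sister screen read the other way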
OPRM1-OPRD1 ag – agonists of human mu-delta opioid receptor heterodimerization. cells, OPRM1-OPRD1 heterodimerization, luminescence. actives 0.3% (n = 340,000). P35372+P41143. AID 504326. activation, % at 9.3 µM; in the data active means activation above about 18%;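 further: 0% = vehicle-treated cells and 100% = reference agonist; values of inactives mirror those of a sister screen read the other way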
DAGLB inh – blocks human DAGLB lipase activity. Q8NCG7. HEK293T DAGLB membrane lysate, EnzChek fluorogenic substrate. inhibition, % at 5.17 µM. actives 0.059% (n = 340,000). AID 504411; in the data active means inhibition above about 34%;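 further: 0% = enzyme with vehicle and 100% = wells lacking enzyme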
HTR5A ag – HTR5A agonism, opioid heterodimer counter-screen | P47898 | HTR5A agonist assay, luminescence, cell-based | activation, % at 9.3 µM | actives 0.61% (n = 340,000) | AID 504692; in the data active means activation mostly above about 9.5%, no sharp cut-off; inactive means mostly below about 7.6%;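 further: 0% = cells with vehicle only and 100% = reference agonist; strong numbers were not always called active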
V-ATPase pH – alters yeast V-ATPase proton transport. S. cerevisiae, pHLuorin cytosolic pH fluorescence. response, % at 10 µM. actives 0.37% (n = 350,000). AID 504577; in the data active means response mostly above about 7.3%, no sharp cut-off; inactive means mostly below about 5.4%; further: actives read high; inactives centre near 0; some compounds called inactive have numbers as strong as hits; reference of the scale not given here
Arr AP2 block – human beta-arrestin and AP2 interaction inhibition | FITC-arrestin peptide / GST-AP2 beads, flow cytometry; AP2 beta2 appendage carries R879A mutation | inhibition, % at 10 µM | actives 0.31% (n = 340,000);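 active means inhibition above a set limit, near 3 SD of compounds lacking own fluorescence, cut at about 54% in these data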;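 further: plate controls were DMSO wells for no effect and 5 µM unlabelled arrestin peptide for full effect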
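System: GST-AP2 R879A bound to glutathione beads, E. coli-expressed. Also added: 50 nM FITC-arrestin peptide. Schedule: compound with beads 12 min RT, then probe 1 h RT. Signal: bead flow cytometry, FITC channel. Read-out basis: percent response.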
HTR5A inv ctr – inverse agonist of human HTR5A in OPRM1-OPRD1 counter-screen; P47898; HTR5A cell line, luminescence, inverse agonism; inhibition, % at 9.3 µM; actives 0.083% (n = 340,000); in the data active means inhibition mostly above about 23%, no sharp cut-off; inactive means mostly below about 18%;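 further: 0% = cells with DMSO and 100% = no-cell wells with DMSO; some compounds called inactive have numbers as strong as hits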
PKA-R1A activ – PKA-R1A complex activation; actives 0.083% (n = 340,000); activation, % at 11.4 µM; P00514+P68181; PKA-R1A dissociation, Cy5-IP20 fluorescence polarization; scaled: DMSO 0%, 113 µM cGMP 100%;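 active means percent activation above the mean of all tested compounds plus 3 SD, cut at about 19% in these data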;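 further: higher means more PKAc released from R1A so a rise in polarization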
Pemphigus Ab inh – inhibitors of pemphigus antibody binding to human desmoglein-3. DSG3-coupled beads, scFv-anti-DSG3-GFP binding, flow cytometry; active compounds read low. P32926. binding (percent of control), % at 10 µM. actives 0.48% (n = 310,000);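 active means binding more than 3 SD below its plate's average and above zero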;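 further: hits lower antibody fragment binding to DSG3; some compounds called inactive have numbers as strong as hits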
Target sequence (P32926 whole entry, looked up, the tested form may be a part): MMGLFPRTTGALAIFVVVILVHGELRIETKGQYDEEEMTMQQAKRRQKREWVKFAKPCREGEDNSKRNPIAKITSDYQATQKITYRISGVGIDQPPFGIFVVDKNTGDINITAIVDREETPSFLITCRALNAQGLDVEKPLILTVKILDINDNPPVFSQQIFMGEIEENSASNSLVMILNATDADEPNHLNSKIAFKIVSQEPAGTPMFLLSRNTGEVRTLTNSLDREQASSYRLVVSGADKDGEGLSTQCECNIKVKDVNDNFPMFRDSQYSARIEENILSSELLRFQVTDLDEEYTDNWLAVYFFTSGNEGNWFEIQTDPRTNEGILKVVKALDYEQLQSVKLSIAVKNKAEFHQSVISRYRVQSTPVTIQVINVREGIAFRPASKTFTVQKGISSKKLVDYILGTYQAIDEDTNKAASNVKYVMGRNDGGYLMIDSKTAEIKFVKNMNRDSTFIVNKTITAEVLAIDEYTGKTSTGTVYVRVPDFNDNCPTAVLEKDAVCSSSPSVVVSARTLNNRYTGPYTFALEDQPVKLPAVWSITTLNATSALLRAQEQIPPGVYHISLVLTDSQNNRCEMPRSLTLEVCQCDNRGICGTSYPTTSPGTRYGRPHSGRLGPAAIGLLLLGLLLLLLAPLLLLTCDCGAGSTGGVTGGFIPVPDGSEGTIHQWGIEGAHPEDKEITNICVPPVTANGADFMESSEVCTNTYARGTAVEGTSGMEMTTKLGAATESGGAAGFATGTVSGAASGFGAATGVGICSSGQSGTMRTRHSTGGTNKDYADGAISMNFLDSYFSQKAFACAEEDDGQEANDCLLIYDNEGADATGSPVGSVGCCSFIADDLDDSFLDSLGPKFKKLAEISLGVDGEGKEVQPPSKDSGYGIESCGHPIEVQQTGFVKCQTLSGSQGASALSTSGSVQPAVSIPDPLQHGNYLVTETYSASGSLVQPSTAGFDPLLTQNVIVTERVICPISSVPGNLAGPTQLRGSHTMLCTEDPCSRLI
PKA-R2B act – activators of human PKA-R2B complex; P22694+P31323; PKA-R2B holoenzyme dissociation, Cy5-IP20 fluorescence polarization; R2B truncated from residue 108, S112A mutant; 0% DMSO only, 100% 113 µM cGMP; activation, % at 11.4 µM; actives 0.079% (n = 340,000);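 active means activation above a cutoff set at the mean over all compounds plus 3 SD, cut at about 18% in these data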;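 further: higher means more holoenzyme dissociation and a rise in polarization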
Starred values were filed as active, the others as inactive; / = not tested or not shown.

smiles	Pemphigus Ab inh	DAGLB inh	HTR5A ag	OPRM1-OPRD1 inv	PKA-R1A activ	V-ATPase pH	Arr AP2 block	OPRM1-OPRD1 ag	PKA-R2B act	HTR5A inv ctr
COc1cccc(-c2nc(CS(=O)CC(=O)NCCc3ccccc3)c(C)o2)c1 (stereo unspecified)	/	0.8	-0.6	4.9	-5.8	0.8	35.9	-0.9	-3.0	-9.4
CCn1cc(C(=O)N2CCN(Cc3ccc4c(c3)OCO4)CC2)c(=O)c2ccc(C)nc21	103.4	0.1	-7.0	13.1	-6.9	-0.6	1.8	-2.7	-7.7	17.1
O=C(N/N=C\c1ccc(F)cc1)c1ccc(Cn2cc(Br)c([N+](=O)[O-])n2)o1	119.1	-0.5	0.9	-6.8	-5.7	0.0	-2.9	1.3	-4.4	-11.9
COc1cc(-c2noc(C)c2C#Cc2ccc(N)cc2)cc(OC)c1OC	103.3	0.2	7.3	7.7	-8.4	-3.4	1.7	-1.7	-3.3	-18.9
Cn1ccnc1SCC(=O)N1CCN(S(=O)(=O)c2ccccc2)CC1	101.2	-3.7	-0.1	-10.8	-0.1	-2.6	-6.2	2.2	-12.0	0.9
COCCCN(C(=O)c1cc(-c2ccco2)nc2ccccc12)c1c(N)n(Cc2ccccc2)c(=O)[nH]c1=O	105.4	6.6	5.7	-36.3	-5.8	-4.5	6.0	5.6	-11.2	-30.7
COc1ccc(N2CS(=O)CC2=O)cc1 (stereo unspecified)	87.2	-0.2	4.2	18.8	-0.4	-2.5	2.1	-3.0	-5.7	-9.6
CCCc1ccc(OCc2ccc(C(=O)N3CCN(c4ccccn4)CC3)o2)c(OC)c1	127.6	-2.8	-1.6	-13.5	-1.9	-1.3	4.3	2.4	-10.0	7.9
Cc1oc(-c2ccccc2Cl)nc1CS(=O)(=O)CC(=O)NCCc1ccccc1	96.8	-1.7	6.0	-3.7	-1.8	1.6	-0.8	0.6	-7.4	-18.4
N#Cc1c(-c2ccccc2F)cc(C2CC2)nc1SCC(=O)c1cccs1	97.0	-8.3	0.7	-1.2	7.5	3.0	-4.1	0.2	-4.6	-18.8
Nc1cccc2c(O)cccc12	114.9	0.9	2.4	-80.1	-7.2	2.8	23.2	15.1	4.4	-25.3
O=C(CSc1nc2[nH]ncc2c(=O)[nH]1)Nc1ccccc1	102.7	0.9	1.1	0.7	4.2	-0.9	4.4	-0.1	-4.8	-3.1
CN(C)C(CNC(=O)c1ccc2nccnc2c1)c1ccco1 (stereo unspecified)	90.6	-0.6	6.0	1.4	-3.5	-2.1	14.9	-0.3	10.4	-23.3
COc1ccccc1OCCn1c(=O)n(C)c2ccccc21	97.4	-1.4	2.9	0.9	4.7	-2.4	1.1	-0.2	7.2	4.4
CC(CCc1ccccc1)NC(=O)CN1CCN(Cc2ccc(Cl)cc2)C1=O (stereo unspecified)	101.4	0.2	-1.0	5.7	-2.4	-0.6	3.2	-1.0	-4.8	2.5
CCOP(=O)(c1ccccc1)C(O)c1ccc(F)cc1 (stereo unspecified)	96.1	-1.0	0.7	2.4	12.9	-3.9	5.6	-0.5	-7.8	7.2
Cn1c(=O)c2c(SCCN3CCOCC3)nc(C3CCCC3)nc2n(C)c1=O	87.2	-1.6	1.5	10.9	-6.1	3.9	-8.9	-2.2	-3.6	8.1
C/C(Nc1ccc(C)cc1)=C(/C#N)C(N)=O	103.1	-0.9	7.3	1.1	-3.3	-1.3	-11.2	-0.2	-2.1	-21.1
Nc1nc(N)c2[nH]c(-c3ccccc3)nc2n1	115.0	0.6	10.0	8.8	-1.0	1.4	-3.5	-1.7	-8.6	-27.9
Cc1cc(C(=O)Nc2cccc(C)c2C)c2ccccc2n1	128.2	2.8	-0.3	-12.9	-2.2	-4.8	25.7	2.6	3.0	1.0
Cc1ccccc1NC(=O)N(O)C1(C#N)CCCCC1	101.6	3.4	3.6	0.4	6.5	0.5	2.9	-0.1	-1.5	-13.9
COc1cc2c(cc1OC)C(=NO)CCCC2	106.1	1.4	/	/	0.3	-2.8	/	/	2.6	/
C[C@H](CO)N1C[C@H](C)[C@@H](CN(C)Cc2ccccc2)Oc2c(NC(=O)C3CCCCC3)cccc2C1=O	94.2	0.3	1.1	1.4	-0.1	-1.6	/	-0.2	4.5	-4.0
COc1ccc(N(CC(=O)N2CC=C(c3ccccc3)CC2)S(=O)(=O)c2c(C)noc2C)cc1	82.9	-0.2	-1.1	2.6	-19.4	0.1	-0.6	-0.4	1.6	3.4
CNS(=O)(=O)c1cc(Br)ccc1S(=O)c1ccccc1C(=O)O (stereo unspecified)	112.1	-0.9	0.8	14.5	-2.2	-4.4	-0.7	-2.8	-4.2	-0.4
COc1ccc(-n2nc(C)cc2Nc2ccccc2C(=O)O)cc1	105.7	-0.8	4.1	3.1	2.5	3.0	1.7	-0.6	-8.2	11.5
O=C1CCC(C(=O)OCc2nnc(-c3ccc(Cl)cc3)o2)=NN1	90.7	2.8	3.2	7.0	-6.0	3.9	-3.5	-1.4	3.1	17.5
CCOC(=O)c1cc(-c2csc(-c3ccc(C(F)(F)F)cc3)n2)on1	/	-5.5	6.5	0.2	2.3	5.0	12.3	-0.1	-0.4	-16.8
O=C(NCC1CCCO1)c1cc2c(s1)CCC2 (stereo unspecified)	99.6	1.4	2.1	13.7	-4.8	-1.3	-0.1	-2.7	-2.0	-6.2
CCNC(=O)n1cc(-n2cncn2)c(-c2ccccc2)n1	99.2	-0.4	-5.5	11.0	-4.2	-1.6	2.7	-2.3	0.9	9.1
Cn1c(CO)cnc1SCc1ccccc1	107.6	-5.0	2.2	13.0	-4.9	-2.7	-3.9	-2.2	0.2	-11.6
CCN(CC)CCNC(=O)C(=O)Nc1ccc2c(c1)N(S(=O)(=O)c1cccs1)CCC2	104.2	3.0	-0.9	5.7	-5.6	-0.3	19.9	-0.9	-0.9	-1.6
Cc1ccc(-c2nnn(C/C(N)=N/O)n2)cc1	105.9	-1.1	0.4	-3.8	-5.2	-0.8	8.2	0.5	-9.0	-1.2
COc1ccc(-c2c(-c3cc(OC)cc(OC)c3)n(C)c3ccc(-c4ccn[nH]4)cc23)cc1	100.1	-0.6	5.4	-43.0	2.4	2.1	4.0	7.7	3.7	-0.1
O=C(NCc1nc2ccccc2[nH]1)C1=C[C@@H](c2csc3ccccc23)C[C@@H](OCCCCO)O1	101.3	1.7	17.6	-11.4	1.6	4.6	9.1	2.0	-7.7	-47.5
CNc1nc(-c2ccc3c(c2)CCN3C(=O)c2ccccc2F)cs1	103.3	0.1	3.9	6.9	-5.6	2.4	-6.3	-1.2	-10.4	-10.8
CCOc1ccccc1Oc1coc2cc(O)ccc2c1=O	98.6	-1.1	-4.5	12.8	-2.6	1.1	-4.2	-2.8	-1.3	3.7
Cc1cccc(C(=O)NC2CC3CCCC(C2)N3C(=O)NC2CCCCC2)c1 (stereo unspecified)	/	-2.9	5.8	10.2	-2.3	-1.8	19.0	-2.0	-8.0	2.5
CC1CCN(C(=O)CNC(=O)CNS(=O)(=O)c2ccccc2)CC1	114.0	1.0	-1.1	11.2	-2.5	-2.7	-1.6	-2.3	-3.0	3.9
O=C(CN1CCN(S(=O)(=O)c2ccc(F)cc2)CC1)c1ccc(O)c(O)c1	99.2	2.4	-0.2	-0.8	8.3	0.9	0.4	0.2	-6.1	0.6
CCN(CC)C(=O)CC(c1ccccc1)c1ccco1 (stereo unspecified)	105.0	0.7	4.9	3.5	4.0	-0.2	6.9	-0.6	4.4	20.1
O=C1CCc2cc(NS(=O)(=O)c3ccccc3)cc3c2N1CCC3	98.7	0.6	4.9	13.3	-11.8	9.9	-7.0	-2.7	-5.0	-13.7
Cc1nc2sc(C(c3ccccc3)N3CCN(C(=O)c4ccco4)CC3)c(O)n2n1 (stereo unspecified)	126.5	-0.3	0.8	3.4	6.3	-0.9	-8.5	-0.7	-4.8	-36.7
COc1ccc(Cc2nc3ccc(C(=O)NCCc4ccccn4)cc3o2)cc1OC	103.8	-1.9	-2.7	22.6	1.9	1.4	1.4	-4.2	0.5	-3.1
CC1=CC(=NNS(=O)(=O)c2ccc([N+](=O)[O-])cc2)CC(C)(C)C1	99.3	-0.6	0.8	-14.4	5.2	0.8	4.5	2.9	-2.1	-2.9
Cc1cc(N2CCN(C)CC2)nc2ccc(NC(=S)N3CCOCC3)cc12	97.8	-1.6	9.0	9.1	-8.4	0.3	-4.5	-1.7	-1.2	-25.9
Cc1ccc(OCCNC(=O)Cc2ccc(F)cc2)cc1	105.7	-1.2	3.8	20.6	-2.3	-2.4	10.2	-4.1	-3.6	16.4
Nc1ccccc1C(=O)C[C@H](N)C(=O)O	93.8	-0.2	-1.5	20.1	-1.6	-1.2	6.9	-3.7	5.8	5.3
COc1cccc(-c2nnc3n2N=C(C(C)(C)C)CS3)c1	101.6	-2.0	3.1	15.9	2.4	2.3	12.5	-3.3	0.1	-7.5
NC(=O)C1CCN(C(=O)CC(c2ccccc2)c2ccccc2)CC1	129.6	1.3	2.1	14.5	2.4	-0.1	-4.8	-3.0	-7.4	-7.3
COC(=O)c1cnn(-c2ccc(Cl)cc2)c1/C=N/NC(N)=S	/	0.9	2.9	-5.5	-2.4	-5.0	22.1	1.1	2.1	-7.5
CC1C/C(=N/Nc2nc3ccccc3[nH]2)CC(C)(C)C1 (stereo unspecified)	102.7	1.4	0.0	-4.8	-6.1	0.6	-0.9	0.7	-10.8	-0.1
O=C(/C=C/c1cccs1)c1cc(Cl)ccc1O	/	-5.1	4.9	-9.3	12.1	-1.0	13.1	1.9	-0.6	-29.9
CS(=O)(=O)N(CC(=O)N1CCCCC1)c1ccc2c(c1)OCO2	98.2	-4.3	-1.6	10.4	-4.4	9.3	-1.6	-1.8	-4.4	-10.8
CS(=O)(=O)c1ccc(-c2cn3cc(C(=O)O)ccc3n2)cc1	101.7	-2.8	-1.4	6.0	4.1	-7.4	13.5	-1.2	6.4	3.6
Cc1cc(NC(=O)CN2CCCCCCC2)no1	101.5	0.3	2.3	-6.9	4.9	5.4	21.8	1.1	-7.7	-6.0
O=C(Nn1c(=O)[nH]c2ccsc2c1=O)c1ccccc1	99.8	1.2	-6.2	12.6	-5.6	-6.5	23.9	-2.5	1.9	16.1
Cc1ccccc1-c1nnc(-c2ccccc2)o1	133.2	-16.4	3.0	1.1	-7.4	-1.4	-14.4	-0.2	-8.8	5.5
COc1ccc(NS(=O)(=O)c2ccc(NC(=O)c3ccccn3)cc2)cc1	103.2	-1.1	0.2	-7.6	-2.5	0.6	-2.2	2.0	6.3	-0.4
